# MCF10A rerep – DNA re-replication induction in MCF 10a cells. MCF 10A DNA re-replication, Hoechst nuclear intensity, 48 h. Potency, µM (series often up to 46.1 µM), inactives show at the highest dose activity, positive = re-replication, hits mostly activators. 350,000 compounds, 2.9% hits; note: % of control where 0% means no effect; nearly all actives have a fitted effect of over 50% in size
# ATXN2 expr inh – reduces ATXN2 reporter expression in HEK-293 cells. HEK-293 ATXN2-luciferase reporter, luminescence, 24 h. Potency, µM (highest dose often 57 µM), inactives show at the highest dose activity change, negative = inhibition, actives largely listed as inhibitors. 360,000 compounds, 0.72% hits; note: % is set by controls: 0 for no effect and ±100 for the full control effect; nearly all actives have a fitted effect of over 55% in size
#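 qHTS (up to 57 uM final) was run with 24 h compound exposure of reporter cells at 37 °C. Each well was multiplexed: SteadyGlo luminescence measured ATXN2-luciferase expression after a fluorogenic Gly-Phe-AFC viability readout (25 uM final).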
# TGFb inhibitor – blocks TGF-b signaling; Potency, µM (doses to about 46.1 µM), inactives show at the top dose activity, negative = inhibition, usual class: inhibitors; 410,000 compounds, 1.2% hits; HepG2 CAGA-GFP TGF-b/SMAD3 reporter, GFP fluorescence, 18 h; TGF-beta stimulated, 500 pg/mL final; note: % is set by controls: 0 for no effect and ±100 for the full control effect; nearly all actives have a fitted effect of over 65% in size
#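 HEPG2 CAGA-GFP cells (1000/well, DMEM with 1% FBS) were pre-incubated 2 h at 37 degrees C, given compound by pin tool, then stimulated with TGF-beta at 500 pg/mL final for 18 h before per-cell GFP fluorescence imaging.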
# Nrf2 block – blocks Nrf2 signaling | A549 ARE-Fluc reporter, luciferase luminescence, 18-24 h | Potency, µM (titrated, usually from 46 µM), without a hit: top-dose activity change, negative = inhibition, most hits filed as inhibitors | 360,000 compounds, 2.1% hits; note: % is set by controls: 0 for no effect and ±100 for the full control effect; nearly all actives have a fitted effect of over 60% in size
#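 A549 ARE_Fluc cells, 5000/well, 5% FBS OPTI-MEM; compounds in dose-response, 18-24 h at 37 °C/5% CO2; CellTiter-Fluor viability read (Ex 405/Em 525), then BugLite luciferase luminescence = Nrf2 activity.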
# HepG2 tox – counter-screen for TGF-b inhibitors: cytotoxicity in HepG2 cells; 410,000 compounds, 0.76% hits; AID 588856; HepG2 CAGA-GFP viability, ATP luminescence, 18 h; Potency, µM (series often up to 46.1 µM), for inactives: top-dose activity change, negative = cytotoxicity, hits mostly cytotoxic; note: some results filed as inactive show a strong effect at the top dose
#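 CellTiter-Glo luminescence gave cytotoxicity after 18 hours at 37 degrees C. The cells were HepG2 CAGA-GFP in 1% FBS DMEM, stimulated with 500 pg/mL TGF-beta after compound addition. %Activity was normalised to no-cell wells (complete cell-killing) and DMSO (no toxicity), and curves were fitted and classified.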
# ATXN viability – cell viability loss in ATXN counter-screen | S2 cells (HEK-293 line with an ATXN2-luciferase reporter) viability, CellTiter-Fluor protease fluorescence, 24 h | Potency, µM (titrated, usually from 56.7 µM), actives largely listed as cytotoxic | 400,000 compounds, 0.49% hits; note: nearly all actives have a fitted effect of over 40% in size
# EPAC2 antagonist – antagonists of human EPAC2. AID 720708. Q8WZA2. EPAC2 GEF exchange of Rap1B-BODIPY-GDP, fluorescence. 360,000 compounds, 0.18% hits. Potency, µM (series often up to 114 µM), without a hit: at the top dose activity, negative = inhibition, hits mostly inhibitors; note: % is set by controls: 0 for no effect and ±100 for the full control effect; nearly all actives have a fitted effect of over 45% in size; many of its hits are not listed in these tables
# Target sequence (Q8WZA2 whole entry, looked up): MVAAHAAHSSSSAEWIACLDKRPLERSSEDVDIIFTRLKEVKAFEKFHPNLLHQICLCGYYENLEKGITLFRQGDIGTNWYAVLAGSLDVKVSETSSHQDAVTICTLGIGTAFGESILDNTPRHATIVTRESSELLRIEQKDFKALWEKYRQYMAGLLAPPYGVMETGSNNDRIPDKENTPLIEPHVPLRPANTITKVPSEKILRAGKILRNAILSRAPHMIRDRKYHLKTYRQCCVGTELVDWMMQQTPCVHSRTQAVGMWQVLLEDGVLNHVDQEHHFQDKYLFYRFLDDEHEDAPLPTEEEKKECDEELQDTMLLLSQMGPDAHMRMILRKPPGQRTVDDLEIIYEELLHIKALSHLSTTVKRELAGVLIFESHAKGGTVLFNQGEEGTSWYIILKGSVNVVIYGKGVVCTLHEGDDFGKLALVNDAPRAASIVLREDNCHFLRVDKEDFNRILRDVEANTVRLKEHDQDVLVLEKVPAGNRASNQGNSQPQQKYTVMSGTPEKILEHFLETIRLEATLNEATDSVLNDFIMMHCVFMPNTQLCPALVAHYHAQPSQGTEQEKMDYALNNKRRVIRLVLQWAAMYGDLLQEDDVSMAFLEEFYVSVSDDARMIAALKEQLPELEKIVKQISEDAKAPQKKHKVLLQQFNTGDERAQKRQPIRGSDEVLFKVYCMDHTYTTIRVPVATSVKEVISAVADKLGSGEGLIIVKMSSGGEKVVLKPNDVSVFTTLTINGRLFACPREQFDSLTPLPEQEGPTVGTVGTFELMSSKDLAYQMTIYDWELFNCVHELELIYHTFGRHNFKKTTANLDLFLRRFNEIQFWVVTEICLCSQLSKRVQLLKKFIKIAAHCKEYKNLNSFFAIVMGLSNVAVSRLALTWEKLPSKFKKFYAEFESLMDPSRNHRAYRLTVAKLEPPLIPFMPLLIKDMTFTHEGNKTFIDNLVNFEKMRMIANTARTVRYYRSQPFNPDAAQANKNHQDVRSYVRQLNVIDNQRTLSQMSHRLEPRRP
# A549 tox – counter-screen for Nrf2 inhibitors: cytotoxicity in A549 cells; A549 ARE-Fluc cells, CellTiter-Fluor viability, 18-24 h; Potency, µM (titrated, usually from 46 µM), for the others: top-dose activity change, negative = cytotoxicity, hits mostly inhibitors; 390,000 compounds, 0.16% hits; AID 504648; note: % is set by controls: 0 for no effect and ±100 for the full control effect
#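 A549 ARE-Fluc cells in 5% FBS OPTI-MEM, 5000 cells/well, rested 2 h then exposed to compounds in concentration-response for 18-24 h at 37 °C. Viability by CellTiter-Fluor fluorescence (Ex 405/Em 525) after 30 min; luciferase luminescence (BugLite, 15 min, RT) read afterwards.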
# Nrf2 activator – activates Nrf2 signaling. 410,000 compounds, 0.31% hits. Potency, µM (highest dose often 46.1 µM), inactives show top-dose activation, most hits filed as activators. AREc32 ARE-luciferase reporter (MCF7-derived line), luminescence, 24 h; note: % of control where 0% means no effect; nearly all actives have a fitted effect of over 65% in size
#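 Each well held 1000 AREc32 cells, which were incubated with compound for 24 hr at 37 deg C after overnight attachment, and ARE reporter activity was quantified by firefly luciferase luminescence.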
# An asterisk follows results filed as active; i = inactive; ? = inconclusive; . = no result given; [ ] = dose if it differs, or a comment. Calls come from the whole dose curve; as a rule, active = well fitted curve in the direction sought with a large enough effect; inconclusive = small, poorly fitted or top-dose-only effect, or another doubt; inactive = no such curve, though single readings can be large; an effect the other way counts as inactive or inconclusive. Potency is the fitted concentration of half-maximal effect.
SMILES | MCF10A rerep | ATXN2 expr inh | TGFb inhibitor | Nrf2 block | HepG2 tox | ATXN viability | EPAC2 antagonist | A549 tox | Nrf2 activator
Cc1cc(C)n(-c2nc(NCCCN(C)C)c3c4c(sc3n2)COC(C)(C)C4)n1 | 2.1% | 10.0% | -5.0% | 8.6% | -14.0% | i | 0.0% | -11.6% | -0.1%
O=C(Oc1c(CN2CCOCC2)cc(Cl)c2cccnc12)c1cccs1 | ? | ? | 7.08µM* | ? | -62.1% | ? | 3.7% | -8.5% | ?
Cc1cccc(NC(=O)CS(=O)(=O)c2cn(C)c3ccccc23)c1C | -0.1% | 32.5%[activator] | -9.9% | 23.1% | 6.1% | i | -0.6% | -9.1% | 2.4%
O=C(OCc1ccccn1)c1ccc(COc2ccc3ccccc3c2)o1 | 0.5% | . | -8.6% | ? | 3.0% | i | ? | 3.7% | 0.0%
CCCCN(C)c1c(C)nc2ccc(C(=O)NCCCn3ccnc3)cn12 | . | -1.0% | 0.9% | . | -31.4% | i | -1.9% | . | -0.5%
Cn1c(C(O)C(O)c2ccccc2)nc2ccccc21 (configuration not stated) | 0.2% | . | 1.1% | 10.3% | -0.1% | i | -2.4% | -9.5% | -1.1%
COCCN(C(=O)c1ccc2ccccc2c1)c1c(N)n(Cc2ccccc2)c(=O)[nH]c1=O | 14.2% | -4.6% | -1.4% | 11.7% | -3.2% | i | -0.8% | 0.9% | -0.2%
O=S(=O)(c1ccc(C2=CSC3=NCCN23)cc1)N1CCOCC1 | -0.2% | -7.0% | -11.8% | 25.9% | -8.9% | i | 1.1% | 10.3% | 0.4%
CC(C)(C)NC(=O)C(c1ccc(-c2ccccc2)cc1)N(C[C@H]1CC[C@@H]([C@@H]2CC[C@H](CO)O2)O1)C(=O)c1ccc(C(C)(C)C)cc1 (some centres not stated) | ? | -28.1% | ? | ? | -96.2% | 20µM* | -16.7% | ? | -2.4%
NC(=NCc1ccccc1)c1cccc([N+](=O)[O-])c1 | 17.0% | -17.0% | -9.0% | -20.9% | -4.5% | i | -1.1% | 3.8% | -0.5%
COC(=O)c1ccc(NC(=S)Nc2ccc3ccccc3c2)cc1 | ? | -4.5% | ? | ? | -25.7% | i | 10.4% | 2.8% | 18.0%
CC1CCCCC12NC(=O)N(CC(=O)N1CCN(S(=O)(=O)c3ccc(Cl)s3)CC1)C2=O (configuration not stated) | . | . | -7.0% | . | 1.6% | i | -15.3% | . | 0.1%
CN(C)c1ccc(C(=S)N2CCCCC2)cc1Br | -4.1% | -16.4%[11.3 µM] | 5.5% | ? | -20.5% | i | -13.6% | 0.1% | 2.0%
COc1ccc(NC(=O)Nc2ccc3c(c2)CC(=O)N([C@H](C)CO)C[C@H](C)[C@H](CN(C)Cc2ccc(C(=O)O)cc2)O3)cc1 | 20.9% | -7.1% | 14.5% | -6.9% | 26.0% | i | -8.2% | 0.7% | 2.9%
O=C(OCc1cn([C@@H]2C[C@H](c3ccc(Cl)cc3)N(C(=O)c3cccs3)C[C@H]2O)nn1)c1ccccc1 | . | -24.0% | -21.1% | . | -36.5% | i | -5.8% | . | 5.7%
N#Cc1ccc(Oc2nc(C#N)cc(-c3ccccc3)n2)cc1 | 0.6% | -26.1% | -28.5% | -5.5% | -22.5% | ? | 1.4% | -7.5% | 8.5%
CCCCn1c(N)c(N(Cc2ccccc2)C(=O)COc2ccccc2F)c(=O)[nH]c1=O | 0.4% | -8.7% | 9.8% | 1.8% | 4.4% | i | 0.7% | 0.5% | -0.5%
O=C1OCC(CO)(CO)N=C1NNc1ccccc1Cl | 2.0% | 1.7% | -16.4% | 0.8% | -19.6% | i | 15.5% | 19.9% | 4.6%
O=C(NCc1ccc2c(c1)OCO2)C1CCN(S(=O)(=O)c2cccc3nsnc23)CC1 | 1.6% | -14.2% | -13.0% | -4.6% | -2.9% | i | -5.0% | 3.3% | -0.2%
Cc1cccnc1NC(=O)c1ccc2c(c1)OCO2 | ? | 26.3% | -10.3% | ? | 6.1% | ? | 7.1% | -5.2% | 0.4%
Cc1cc(NC(=O)Nc2ccccc2)n(C(C)(C)C)n1 | 0.9% | -7.4% | 1.8% | 6.6% | -24.2% | i | 10.3% | 0.0% | -0.5%
COc1ccc(CCNC(=O)CCn2c(=O)c3ccccc3n(Cc3cc(C)ccc3C)c2=O)cc1OC | . | 1.5% | 25.5% | -3.4% | 3.0% | i | . | -6.8% | 0.5%
COCCn1c(SCC(=O)N2CC(C)OC(C)C2)nc2c([nH]c3ccccc32)c1=O (configuration not stated) | 9.5% | 1.3% | -1.8% | -5.8% | -4.5% | i | 13.6% | 1.1% | 1.0%
COc1ccc(CCCNC(=O)C2(C)Cc3c(-c4ccc(NC(C)=O)cc4)ccnc3O2)cc1 (configuration not stated) | . | ? | -1.8% | . | -54.5% | i | 2.1% | . | -0.2%

# Three structures out of the list, ordered by count of non-hydrogen atoms, highest first:
SMILES | MCF10A rerep | ATXN2 expr inh | TGFb inhibitor | Nrf2 block | HepG2 tox | ATXN viability | EPAC2 antagonist | A549 tox | Nrf2 activator
COC(=O)c1ccc(NC(=S)Nc2ccc3ccccc3c2)cc1 | ? | -4.5% | ? | ? | -25.7% | i | 10.4% | 2.8% | 18.0%
N#Cc1ccc(Oc2nc(C#N)cc(-c3ccccc3)n2)cc1 | 0.6% | -26.1% | -28.5% | -5.5% | -22.5% | ? | 1.4% | -7.5% | 8.5%
O=C1OCC(CO)(CO)N=C1NNc1ccccc1Cl | 2.0% | 1.7% | -16.4% | 0.8% | -19.6% | i | 15.5% | 19.9% | 4.6%

# New compounds follow:
SMILES | MCF10A rerep | ATXN2 expr inh | TGFb inhibitor | Nrf2 block | HepG2 tox | ATXN viability | EPAC2 antagonist | A549 tox | Nrf2 activator
O=C(NC1CCS(=O)(=O)C1)c1ccccc1C(=O)c1ccccc1 (configuration not stated) | 0.8% | -10.7% | 9.8% | 5.6% | 3.4% | i | 1.9% | -0.9% | 0.6%
COC(=O)CN(CCc1ccccc1)S(=O)(=O)c1ccc(OC)c(OC)c1 | -2.9% | 2.2% | -2.2% | 2.5% | 1.8% | i | -9.4% | 0.1% | -0.1%
Cc1[nH]c(=O)[nH]c(=O)c1S(=O)(=O)Nc1ccc(F)cc1F | -12.7% | 19.5% | 4.3% | 5.2% | -1.1% | i | 0.0% | -1.0% | -0.2%
Cc1ccccc1S(=O)(=O)NCc1cccnc1 | -7.9% | -1.3% | 0.4% | -11.6% | -6.8% | i | 11.6% | 3.7% | -0.8%
Cc1sc2nc(N)sc2c1C | 0.2% | -8.6% | -8.0% | . | -8.5% | i | -6.5% | 3.6% | ?
COc1ccc(CC(=O)NCCc2csc(-c3cccc(C)c3)n2)cc1 | . | . | -23.6% | . | -23.8% | . | . | 7.8% | 1.5%
NC(=O)COC(=O)c1cccc(S(=O)(=O)N2CCN(c3ccc(F)cc3)CC2)c1 | 4.9% | 0.8% | -2.3% | -2.2% | -10.2% | i | 2.4% | 3.0% | -0.7%
COc1ccc(OC)c(CNC(=O)C2CCN(S(=O)(=O)c3cn(C)cn3)CC2)c1 | . | . | 13.5% | . | -0.6% | . | . | 5.3% | 0.8%
COc1ccc(C(=O)OCC(=O)NC(=O)Nc2ccccc2F)c(OC)c1 | 15.7% | . | -8.5% | -30.4% | 5.3% | i | 11.0% | 1.8% | -0.8%
COc1ccccc1C(=O)NCCC(=O)NCc1cccs1 | -17.6% | 6.7% | 0.4% | -16.4% | -12.5% | i | -8.6% | 17.6% | 0.0%
CCCC(=O)NNC(=O)c1c(O)c2ccccc2[nH]c1=O | ? | -22.8% | -10.7% | 4.8% | -14.1% | i | 13.3% | -6.1% | -0.5%
CC(Oc1ccccc1F)C(=O)NC1CCS(=O)(=O)C1 (configuration not stated) | 2.4% | -7.0% | -0.9% | 13.9% | -4.7% | i | 3.0% | 11.4% | 0.0%
CCCC(=O)C1=C(O)C(C(=O)OC)C(C)(C)CC1=NCCCCCC(=O)O (configuration not stated) | -2.0% | . | -30.4% | -9.3% | -14.6% | i | 0.4% | -11.1% | 0.3%
O=C(NC1CC1)C1=C[C@@H](c2ccc(C(F)(F)F)cc2)C[C@@H](OCCCCO)O1 | ? | 11.7% | 0.8% | -5.0% | 2.3% | i | -9.1% | -7.7% | 8.0%
COc1ccc(S(=O)(=O)N(CC(=O)NC2CC2)Cc2ccccc2)cc1 | 2.0% | 1.1% | 11.7% | 1.1% | -0.7% | ? | -8.3% | -2.2% | -0.5%
S=c1[nH]nc(COc2ccccc2)n1/N=C/c1ccc(Br)s1 | ? | -7.0% | -9.4% | ? | -15.2% | i | -9.3% | -4.1% | 2.5%
O=C(COC(=O)C1CCN(S(=O)(=O)c2cccs2)CC1)c1ccc2c(c1)OCCO2 | 1.1% | 3.0% | 19.3% | 1.8% | 1.0% | i | 9.8% | -8.6% | -0.2%
Cc1ccccc1NC(=O)CSc1cn(CC(=O)N2CCCCCC2)c2ccccc12 | . | . | -28.6% | -7.2% | -2.5% | . | . | -1.3% | 0.5%
CCOc1ccc(NS(=O)(=O)c2cc(C(=O)NCCCN3CCCC3=O)ccc2C)cc1 | 16.0% | . | 1.7% | -4.4% | 3.1% | ? | 2.4% | 9.5% | -0.8%
Clc1cccc(Cl)c1Cn1cc(Br)cn1 | -1.3% | -4.7% | -0.3% | -12.7% | -12.8% | i | -0.2% | -1.3% | -1.2%
O=C(NCCc1cccc(Cl)c1)c1ccc2c(c1)OCO2 | 5.1% | -1.9% | -3.8% | ? | -8.4% | i | -6.6% | 0.5% | -0.6%
COC(=O)CCC(=O)N1CCCC(CO)(Cc2ccccc2)C1 (configuration not stated) | -6.4% | . | 1.8% | 26.4% | 0.8% | i | 3.1%[57.1 µM] | -6.3% | 6.6%
COc1ccc(NC(=O)CN2C(=O)CSC(C)C2=O)cc1 (configuration not stated) | -2.5% | 7.0% | ? | 0.3% | 0.7% | ? | 2.3% | -0.1% | 0.7%
CCN(CC)c1ccc(/C=N/Nc2nc(C)cc(C)n2)cc1 | ? | ? | ? | -2.9% | -34.3% | ? | 0.4% | -4.8% | -1.0%
Cc1ccc(OCCSc2cc(C)nc(N)n2)cc1 | ? | 4.1% | 4.8% | -2.6% | -12.8% | i | -4.1% | 1.3% | 14.1%

# Assay outcomes (PubChem)

# Only part of the results is shown, so the mix of outcomes need not match the whole.
